Source: PubChem BioAssay
LMPTP block – blocks human LMPTP phosphatase; P24666; recombinant LMPTP-A, OMFP fluorogenic substrate, fluorescence intensity; inhibition, % at 20 µM; hit rate 0.22% among 360,000; AID 651560;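 active = compounds that cut the enzyme signal by at least half of the control window in the single-dose screen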;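 also: plate controls were DMSO wells with enzyme plus substrate for no effect and substrate without enzyme for full effect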
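Assay system: LMPTP-A, protein tyrosine phosphatase of low molecular weight / Medium: pH 6.0 Bis-Tris buffer with DTT and Triton X-100 / Schedule: 50 min enzyme reaction at room temperature, protected from light / Measured by: endpoint fluorescence intensity from OMFP dephosphorylation / Read-out basis: % inhibition relative to no-enzyme and uninhibited control wells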
Rpn11 inh – inhibitors of human proteasome Rpn11 | O00487 | human 26S proteasome, Ub4-pepOG fluorescence polarization; 20S core pre-blocked with epoxomicin | calls only at 20 µM | hit rate 0.59% among 360,000 | AID 588493;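 active = inhibition at 20 µM, scaled to each plate's controls, above about 33%, limit read from the data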
STEP inh – blocks human striatal-enriched tyrosine phosphatase | recombinant STEP, OMFP fluorogenic substrate, fluorescence | inhibition, % at 20 µM | hit rate 0.25% among 360,000 | AID 588621;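 active = inhibition at 20 µM, scaled per plate between control wells, above about 37%, limit read from the data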;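 also: 0% = DMSO with enzyme and substrate and 100% = substrate only without enzyme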
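Measure: Control-normalized % inhibition with plate pattern correction | Test system: STEP phosphatase, cell-free reaction | Medium: pH 6.0 Bis-Tris with DTT and Tween 20 | Technique: Fluorescence, 480/540 nm | Times: Reaction 20 min, ambient temperature | Doses: Single compound dose of 20 µM, 1% DMSO final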
NRP1-CendR mod – NRP-1/CendR interaction modulation; O14786; FAM-RPARPAR peptide binding to NRP-1, fluorescence polarization; inhibition, % at 25 µM; hit rate 0.85% among 360,000;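 active = inhibition or corrected inhibition above about 18%, plus a signal ratio from 0.5 to 1.5, limit read from the data, passing the limit was not always enough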; also: strong numbers were not always called active
MT1-MMP act inh – inhibitors of human MT1-MMP activation; P50281; hit rate 0.061% among 360,000; GFP/RFP ratio change, % at 20 µM; HT1080 RFP-PRO-GFP cells, GFP/RFP ratio fluorescence, overnight; percent of plate control window, DMSO zero; AID 651647;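 active = GFP/RFP ratio change of at least 30% with cell ATP level not reduced by more than half and red fluorescence within 50% of control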; also: strong numbers were not always called active
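Assay system: HT1080 RFP-PRO-GFP cells. Benchmarks: DMSO vehicle wells and RFP-L50D-GFP reporter cell wells. Times: overnight cell settling, then overnight compound exposure, 37 °C, 5% CO2. Compound: 20 µM single dose, 1% DMSO. Read-out basis: GFP/RFP fluorescence ratio.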
Scp1 inh – Scp-1 (human) phosphatase inhibition. Q9GZU7. Recombinant Scp1, phosphopeptide, malachite green phosphate absorbance. inhibition, % at 20 µM. hit rate 0.88% among 340,000. AID 493091;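 active = inhibition above about 50% at 20 µM, limit read from the data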;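 also: plate controls were DMSO wells with enzyme for no effect and wells lacking enzyme for full effect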
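System: truncated SCP-1 phosphatase (76-261aa); medium: Tris acetate buffer pH 5.5 with MgCl2 and Tween-20; incubation: 45 min room-temperature reaction, 5 min colour, 30 min stabiliser; compound: single 20 µM dose, 1% DMSO; reagent: Phosphorylated 17-residue peptide substrate; read-out: % inhibition at 20 µM; technique: colorimetric free-phosphate detection, absorbance 630 nm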
DNMT1 block – blocks human DNA methyltransferase DNMT1; P26358; DNMT1 molecular beacon, Hinp1I cleavage, fluorescence; inhibition (reported as % activation of signal), % at 10 µM; hit rate 0.83% among 360,000; in the data active = inhibition above about 50%
Target sequence (P26358 504-1616 limits assumed): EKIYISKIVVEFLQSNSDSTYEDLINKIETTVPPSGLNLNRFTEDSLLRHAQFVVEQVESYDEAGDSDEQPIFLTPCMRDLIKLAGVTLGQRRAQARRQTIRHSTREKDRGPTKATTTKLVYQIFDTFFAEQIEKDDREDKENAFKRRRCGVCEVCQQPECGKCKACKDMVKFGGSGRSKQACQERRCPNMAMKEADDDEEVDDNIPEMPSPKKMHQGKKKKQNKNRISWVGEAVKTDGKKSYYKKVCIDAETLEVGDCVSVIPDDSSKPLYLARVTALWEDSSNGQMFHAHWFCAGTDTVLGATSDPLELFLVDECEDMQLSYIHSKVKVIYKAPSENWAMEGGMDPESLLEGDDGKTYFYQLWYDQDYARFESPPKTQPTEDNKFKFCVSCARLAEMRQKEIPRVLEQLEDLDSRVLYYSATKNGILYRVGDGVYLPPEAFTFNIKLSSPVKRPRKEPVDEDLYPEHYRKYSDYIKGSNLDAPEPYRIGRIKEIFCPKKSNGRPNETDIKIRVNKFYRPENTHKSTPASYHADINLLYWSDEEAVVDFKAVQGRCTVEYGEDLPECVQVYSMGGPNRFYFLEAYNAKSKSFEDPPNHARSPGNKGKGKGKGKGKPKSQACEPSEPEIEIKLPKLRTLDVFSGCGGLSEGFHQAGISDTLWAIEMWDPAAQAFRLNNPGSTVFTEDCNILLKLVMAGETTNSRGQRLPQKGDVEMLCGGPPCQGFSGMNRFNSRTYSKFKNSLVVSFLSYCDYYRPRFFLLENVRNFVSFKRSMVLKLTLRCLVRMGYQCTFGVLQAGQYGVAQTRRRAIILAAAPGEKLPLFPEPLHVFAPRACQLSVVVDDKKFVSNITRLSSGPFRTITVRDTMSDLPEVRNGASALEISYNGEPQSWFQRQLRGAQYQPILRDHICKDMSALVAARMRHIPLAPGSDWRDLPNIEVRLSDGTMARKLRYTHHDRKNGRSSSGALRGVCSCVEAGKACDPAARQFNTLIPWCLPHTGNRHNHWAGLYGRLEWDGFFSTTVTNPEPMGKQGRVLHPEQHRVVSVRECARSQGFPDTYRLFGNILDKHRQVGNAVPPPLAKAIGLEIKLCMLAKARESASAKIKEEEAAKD
SUMO1-SIM PPI – modulators of human SUMO1-mediated protein-protein interactions; hit rate 0.33% among 360,000; P63165; inhibition, % at 20 µM; SUMO1 binding to a labelled peptide, TR-FRET, 1 h; in the data active = inhibition above about 37%
NadD block – NadD (S. aureus) enzyme inhibition | inhibition, % at 20 µM | purified NadD enzyme, colorimetric absorbance read-out | AID 602399 | hit rate 0.78% among 360,000; in the data active = inhibition above about 26%; also: some compounds past the cut are filed as inactive
SKN-1 block – inhibitors of C. elegans SKN-1; C. elegans VP596 Pgst-4::GFP/RFP ratio, acrylamide-induced, 24 h; inhibition, % at 21.8 µM; hit rate 0.49% among 360,000; AID 624304;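 active = interference check ratio from 0.5 to 1.5 plus GFP to RFP signal ratio inhibition reaching or exceeding a fixed threshold, cut at about 30% in these data, passing the limit was not always enough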; also: some compounds called inactive have numbers as strong as hits
Numbers without * were called inactive; i = inactive; nt = no result given; & = joins results of further samples. No enrichment for hits; overall some 3.9% were active at least once.

cpd	SMILES	LMPTP block	Rpn11 inh	STEP inh	NRP1-CendR mod	MT1-MMP act inh	Scp1 inh	DNMT1 block	SUMO1-SIM PPI	NadD block	SKN-1 block
1	COCCNc1oc(COc2cccc(C)c2)nc1C#N	-0.2	i	0	-1	3	-4	6	0	-2	13
2	CCOC(=O)c1c(C)[nH]c(C)c1C(=O)COC(=O)[C@@H]1CCCN1S(=O)(=O)c1ccc(Cl)cc1	1.2	i	-2	1	6	-2	-1	-1	-2	2
3	CC(=O)c1c(Cl)nc2cccc3c2c1-c1ccccc1C3=O	0.9	i	4	9	-23	-7	13	-27	-2	7
4	CC(=O)Oc1cccc(N2C(=O)C3C4C=CC(CC4)C3C2=O)c1 (stereo not drawn)	-1.9	i	2	2	1	-13	1	-1	-9	5
5	CN1CCc2c(c3ccccc3n2Cc2ccccc2)C1	0.1&-1.1	i	-1&-2	9&-4	-5&-11	-3&-9	1&-1	-3&0	0&-7	6&16
6	CCN(C(=O)c1cccc(S(=O)(=O)N2CCc3ccccc32)c1)C1CCS(=O)(=O)C1 (stereo not drawn)	-1.4	i	-3	-5	nt	1	2	-2	-6	0
7	CCCCCC[C@@H]([C@@H](C)O)n1cnc2c(N)ncnc21	-1.1	i	0	-6	2	1	4	4	0	3
8	O=[N+]([O-])c1c(Nc2ccccc2O)cc(Cl)c2nonc12	4.4	i	14	11	14	-8	-8	10	9	15
9	CSc1ncccc1C(=O)OCC(=O)c1cccs1	1.4	i	0	2	2	-7	-1	2	3	8
10	CCn1cnc2c1c(=O)n(Cc1cccc(Br)c1)c(=O)n2Cc1ccccc1	2.1	i	0	3	0	-10	68*	6	-13	0

(cont.)
cpd	SMILES	LMPTP block	Rpn11 inh	STEP inh	NRP1-CendR mod	MT1-MMP act inh	Scp1 inh	DNMT1 block	SUMO1-SIM PPI	NadD block	SKN-1 block
11	CCOc1ccc(C(=O)N(CC)CC(=O)Nc2ccc3c(c2)OCCO3)cc1	-0.5	i	11	-8	1	-6	3	7	-4	12
12	COCC(=O)Nc1ccc(OC)c(Cl)c1	-0.8	i	-3	3	4	3	-2	2	-7	-7
13	CC(=O)c1ccc(NC(=O)CSc2nnc(Cn3cnc4ccccc43)o2)cc1	-0.5	i	8	8	4	-3	-4	2	1	-1
14	COc1ccc(S(=O)(=O)CCC(=O)Nc2ccc(OC)cc2OC)cc1	-1.7	i	1	-2	1	-2	2	1	2	-1
15	O[C@H]1CN(CC2CCCCC2)[C@@H](c2ccc(Cl)cc2)C[C@@H]1n1cc(-c2ccc(F)cc2)nn1	3.9	i	1	-10	-9	nt	-7	0	17	-6
16	COc1ccc(C)cc1NC(=O)c1cc2c(s1)CCC2	1.2	i	1	-7	0	-5	-1	3	-3	10
17	O=C(COC(=O)Cc1ccc2c(c1)OCCO2)Nc1ccc(S(=O)(=O)N2CCCC2)cc1	0.6	i	3	5	-5	-7	-3	2	-9	-6
18	OC(CNC1CCCC1)COc1ccc(-c2ccccc2)cc1 (stereo not drawn)	-1.2	i	-2	-6	-3	3	5	2	-6	43*
19	CN(NC1OC(=O)c2ccccc21)c1ccc(Cl)cc1[N+](=O)[O-] (stereo not drawn)	-0.7	i	0	-17	7	-10	6	-18	-1	7
20	CC(C)Cn1c(N)c(C(=O)COC(=O)c2ccc(Cl)cc2)c(=O)n(C)c1=O	0.4	i	0	1	4	-14	-3	-2	-4	3

Entries listed above shown as hits in SKN-1 block.
item | compound | LMPTP block | Rpn11 inh | NRP1-CendR mod | MT1-MMP act inh | Scp1 inh | DNMT1 block | SUMO1-SIM PPI | NadD block | SKN-1 block
18 | OC(CNC1CCCC1)COc1ccc(-c2ccccc2)cc1 (stereo not drawn) | -1.2 | i | -6 | -3 | 3 | 5 | 2 | -6 | 43*

More records
cpd	SMILES	LMPTP block	Rpn11 inh	STEP inh	NRP1-CendR mod	MT1-MMP act inh	Scp1 inh	DNMT1 block	SUMO1-SIM PPI	NadD block	SKN-1 block
21	CCCC(=O)Nc1ccc(NC(=O)Cc2ccccc2)cn1	-1.5	i	-2	7	-12	-4	0	1	-8	5
22	CCOC(=O)c1c(C)c(-c2ccccc2)n(CC(=O)NCCC(C)C)c1C	-0.4	i	-1	-9	1	-1	8	-1	-11	7
23	CCOc1cc2c(c3c1C(c1ccccc1)N(S(=O)(=O)c1ccc(C)cc1)C3)C(=O)C=CC2=O (stereo not drawn)	19	i	3	14	5	nt	-45	3	46*	-2
24	Cc1ccc(C(=O)N/C(=C\c2ccco2)C(=O)NCCN2CCOCC2)cc1C	3.1	i	0	3	-4	-2	1	-3	-3	-19
25	Fc1cccc(NCc2ccoc2)c1	-0.6	i	-1	-1	1	-1	-3	3	-1	1
26	O=C(c1ccc(Cn2cc(Cl)cn2)cc1)N1CCN(c2ccccc2)CC1	1.0	i	-6	-7	1	0	-3	-6	3	20
27	O=C(NCc1ccco1)Nc1ccc2nsnc2c1	1.4	i	4	8	0	-7	-6	-11	9	-2
28	Cc1[nH]c(=S)[nH]c(=O)c1Cc1c(O)ccc2ccccc12	0.6	i	-2	-12	-5	-2	-16	-3	3	-6
29	COC(CNC(=O)c1c[nH]c2ccc(S(=O)(=O)N3CCOCC3)cc2c1=O)OC	-1.8	i	-2	1	1	1	1	3	1	21
30	CN(C1=NC(=O)C(CC(=O)O)S1)c1ccc(O)cc1 (stereo not drawn)	-0.7	i	0	1	-2	-3	0	-3	-4	9

Arranged by number of heavy atoms (falling): 3 of the compounds above.
cpd	SMILES	LMPTP block	Rpn11 inh	STEP inh	NRP1-CendR mod	MT1-MMP act inh	Scp1 inh	DNMT1 block	SUMO1-SIM PPI	NadD block	SKN-1 block
23	CCOc1cc2c(c3c1C(c1ccccc1)N(S(=O)(=O)c1ccc(C)cc1)C3)C(=O)C=CC2=O (stereo not drawn)	19	i	3	14	5	nt	-45	3	46*	-2
22	CCOC(=O)c1c(C)c(-c2ccccc2)n(CC(=O)NCCC(C)C)c1C	-0.4	i	-1	-9	1	-1	8	-1	-11	7
30	CN(C1=NC(=O)C(CC(=O)O)S1)c1ccc(O)cc1 (stereo not drawn)	-0.7	i	0	1	-2	-3	0	-3	-4	9

Single records, as listed above:
Results for CCCC(=O)Nc1ccc(NC(=O)Cc2ccccc2)cn1 → LMPTP block = -1.5; Rpn11 inh = i; STEP inh = -2; NRP1-CendR mod = 7; MT1-MMP act inh = -12; Scp1 inh = -4; DNMT1 block = 0; SUMO1-SIM PPI = 1; NadD block = -8; SKN-1 block = 5
Results for CCOc1cc2c(c3c1C(c1ccccc1)N(S(=O)(=O)c1ccc(C)cc1)C3)C(=O)C=CC2=O (stereo not drawn) → LMPTP block = 19; Rpn11 inh = i; STEP inh = 3; NRP1-CendR mod = 14; MT1-MMP act inh = 5; Scp1 inh = nt; DNMT1 block = -45; SUMO1-SIM PPI = 3; NadD block = 46*; SKN-1 block = -2

Next part
cpd	SMILES	LMPTP block	Rpn11 inh	STEP inh	NRP1-CendR mod	MT1-MMP act inh	Scp1 inh	DNMT1 block	SUMO1-SIM PPI	NadD block	SKN-1 block
31	CCOc1ccc(NC(=O)CCCOc2cc(=O)n(C)c3ccccc23)cc1	-0.9	i	-2	4	16	-12	-2	2	-9	-15
32	Cn1c(CN2CCCCC2)nc2cc(NC(=O)c3ccccc3)ccc21	0.5	i	1	-9	7	3	-6	2	2	7
33	CC(=O)Nc1ccc(C(C#N)c2ccccc2)cc1 (stereo not drawn)	0.0	i	1	-4	1	-8	-1	0	-4	5
34	CC(C)NC(=O)c1ccccc1NC(=O)C1COc2ccccc2O1 (stereo not drawn)	0.7	i	0	-2	-9	-6	-3	2	-1	-4
35	CCCCOC(=O)c1ccc(NC(c2ccc(C)cc2)P(=O)(OC)OC)cc1 (stereo not drawn)	1.4	i	0	0	-2	-8	-5	1	-11	-4
36	CCCS(=O)(=O)N1CCC(C(=O)N2CCCC2)CC1	0.3	i	-5	6	9	-5	2	-1	-4	-4
37	Cc1cccc(N2CCN(C(=O)c3cccc(N4CCCC4=O)c3)C(C)C2)c1 (stereo not drawn)	-1.0	i	2	17	-8	-2	0	10	0	-6
38	Nc1ccc(-c2cc(N)n(-c3ccccc3)n2)cc1	-2.5	i	-6	8	4	0	-8	0	-3	-16
39	CSCCC(NC(=O)c1ccco1)C(=O)N1CCN(Cc2ccccc2)CC1 (stereo not drawn)	-7.9	i	-1	-2	0	-1	0	-5	2	10
40	COc1ccc(N2C(=O)c3ccc(C(=O)Nc4cc(OC)ccc4OC)cc3C2=O)cc1	0.5	i	0	-4	6	-1	6	-3	5	-1

New compounds follow:
cpd	SMILES	LMPTP block	Rpn11 inh	STEP inh	NRP1-CendR mod	MT1-MMP act inh	Scp1 inh	DNMT1 block	SUMO1-SIM PPI	NadD block	SKN-1 block
41	O=C(c1ccc(Cl)cc1)N1CCN(c2ncccn2)CC1	-1.3	i	0	-8	3	-6	-3	-1	0	8
42	CN1CCc2c(sc3nc(SCC(=O)N4CCOCC4)n(-c4ccc(Cl)cc4)c(=O)c23)C1	4.1	i	4	-18	-6	-6	-1	0	0	4
43	O=C(CC1SC(=Nc2ccc(O)cc2)NC1=O)Nc1ccccc1 (stereo not drawn)	-0.6	i	-2	8	10	6	1	-3	-3	-16
44	CCOC(=O)c1cc2sccc2n1CCCN1C(=O)c2ccccc2C1=O	1.8	i	0	-8	-1	-15	0	-5	-3	-3
45	CC1CCN(CCCCOc2ccccc2F)CC1	-3.5	i	-2	-13	2	-19	-4	2	-8	-1
46	CCCN(C(=O)c1ccco1)c1nnc(-c2cccc(C)c2)s1	1.2	i	3	2	-3	-7	-2	5	6	-6
47	COC(C(=O)Nc1cccc([N+](=O)[O-])c1)c1ccccc1 (stereo not drawn)	-0.4	i	2	-3	-2	-8	7	-18	-2	0
48	COc1ccc(-c2nsc(SCC(=O)NCC3CCCO3)n2)cc1 (stereo not drawn)	-1.2	i	-1	-2	3	-15	-1	-3	-6	0
49	Cc1ccc(-n2ncc3c2CCCC3NC(=O)c2csnn2)cc1C (stereo not drawn)	2.8	i	2	-4	1	-2	-2	-1	-3	1
50	CCN(CC)CCCC(C)n1c(C)cc(C(=O)NS(=O)(=O)c2ccc(C)cc2)c1C (stereo not drawn)	-2.6	i	-1	6	-1	nt	-5	-1	-2	-7
51	O=C(NN1C(=O)/C(=C/c2ccc(O)c(O)c2)SC1=S)c1ccccc1	31	nt	4	-203	-31	-17	50*	5	3	23
52	OCC[C@H]1C[C@H](O)[C@@H](O)[C@]2(CCCO2)O1	-4.3	i	0	38*	-1	-6	-2	6	-5	-2
53	CCSC1=C(C#N)C(c2ccc(C)o2)CC(=O)N1 (stereo not drawn)	-0.9	i	-1	8	-9	-4	1	4	-7	5
